# NCI-60 one-dose screen, 48 h, at 10 µM unless noted. Numbers give growth in % (100 = growth as untreated, 0 = no growth, -100 = all killed).
# MOLT-4: MOLT-4 leukemia cells; 6.9% of 80,000 active; AID 1794779
# HOP-62: HOP-62 NSCLC; 3.9% of 80,000 active; AID 1794735
# SR: SR leukemia cells | 8.7% of 73,000 active | AID 1794780
# CCRF-CEM: CCRF-CEM leukemia. AID 1794778. 7% of 77,000 active
# HOP-92: HOP-92 NSCLC cells. 6.3% of 71,000 active. AID 1794738
# RPMI-8226: RPMI-8226 leukemia cells | 7.5% of 77,000 active
# EKVX: EKVX NSCLC | 3% of 71,000 active
# A549/ATCC: A549/ATCC NSCLC | AID 1794740 | 3.7% of 81,000 active
# Active calls of the source: *; nt = not tested or not shown; & = joins results of further samples. Rule for the calls: active = growth percent below 10; inactive = the rest.
Structure	HOP-62	CCRF-CEM	SR	MOLT-4	A549/ATCC	HOP-92	RPMI-8226	EKVX
Fc1ccc2c(CN3CCO[C@H](COc4cccc(F)n4)C3)c[nH]c2c1	98	102	97	89	98	84	94	nt
O=C(O)c1ccc(-n2cc(CNc3ccc(Br)cc3)c(-c3ccc(O)cc3)n2)cc1	104	100	87	96	96	99	113	102
CN(N)c1cnn(-c2ccccc2)c(=O)c1Cl	92	96	86	87	103	87	95	103
Nn1c(SCC(=O)Nc2ccc([N+](=O)[O-])cc2)nnc1-c1ccc(NC(=O)c2cccnc2)cc1	101	102	90	101	102	106	nt	105
C[C@]12CC(=O)C[C@@H]1C[C@H]1CC[C@]3(C)CC4(C[C@H]3C[C@H]1C2)SCCS4	89	115	nt	95	101	nt	106	105
CC(C)C(O)c1ccccc1 (stereo not given)	103	113	nt	108	108	102	112	107
CC1(C)C(=O)/C(=C\c2cccnc2)C[C@]2(C)[C@H]3CC=C4[C@@H]5C[C@@](C)(C(=O)O)CC[C@]5(C)CC[C@@]4(C)[C@]3(C)CC[C@@H]12	97	82	nt	87	79	89	71	96
O=C(Oc1cccc2ccccc12)c1ccccc1C(=O)c1ccccc1	101	16	3.7*	15	88	55	nt	80
COc1ccc(-c2nc3ccc(C(=O)NN4C(=O)c5ccc(C(=O)O)cc5C4=O)cc3[nH]2)cc1	101	83	84	99	97	83	90	99
O=C1c2ccccc2C(=O)N1c1ccccc1O	93	107	101	96	93	111	110	98
O=C(O)/C=C/c1ccc([N+](=O)[O-])cc1	94	102&97	113&95	112&100	106&94	93&112	109&95	103&94
O=C(N/N=C/c1cccnc1)c1ccccc1Nc1cccc(C(F)(F)F)c1	77	-52*	-15*	63	42	72	71	89
O=C(Oc1ccc(Cl)cc1Cl)c1ccc([N+](=O)[O-])cc1	113	110	99	94	106	99	108	109
COc1ccc(-c2nc(-c3ccc(Cl)cc3)cn3c2nc2ccccc23)cc1	106	133	108	102	87	74	128	108
CCn1nc(-c2ccccn2)c2cccnc2c1=S	98	31	62	58	45	73	55	60
O=C(O)COc1ccc(Cl)cc1CC(Cl)CCl (stereo not given)	107	107	97	99	101	87	105	99
Nc1nc(=O)n(C2CC(O)C(CO)O2)cc1Cl (stereo not given)	94	37	nt	49	78	111	78	65
c1ccc2oc(-c3ccncc3)cc2c1	112	90	nt	97	98	77	91	63
Cc1ccc(S(=O)(=O)Nc2ccc(Cl)cc2C(=O)O)cc1	103	99	102	109	99	nt	103	nt
CC(=O)[C@@]1(O)[C@H](O)C[C@H]2[C@@H]3CCC4=CC(=O)C[C@]4(C)[C@H]3CC[C@@]21C	92	109	nt	103	101	nt	126	107
O=C(O)c1ccc(-n2c(-c3ccc(Cl)cc3)nc(-c3ccccc3)c2-c2ccccc2)cc1	95	103	95	91	91	98	103	100
COc1cc(/C=N/Nc2nnc3n2N=C(c2ccccc2)CS3)ccc1O	108	86	101	94	102	100	92	106
CCCCc1nc(Cl)c(C2CC(c3ccc4c(c3)OCO4)=NN2C(C)=O)[nH]1 (stereo not given)	97	102	95	90	89	89	103	93
COc1ccccc1CC(O)CNCC(C)C (stereo not given)	100	97	96	96	96	84	103	101
CCCCC(=O)O[C@H]1CC[C@H]2[C@@H]3CCc4cc(O)ccc4[C@H]3CC[C@]12C	76	69	73	61	84	92	73	73
Nc1cc2ccc(S(=O)(=O)O)cc2cc1S(=O)(=O)O	101&92	96	98&96	98&101	106&111	nt	119	96&106
Cc1[nH]nc2c1C(c1cc(=O)oc3ccc(Cl)cc13)CC(=O)O2 (stereo not given)	100	106	91	98	90	101	101	100
CC(=O)Oc1cc(C)c2sc(=O)[nH]c2n1	104	98	119	104	100	87	99	97
CN(C)C(C)(C)CC(C)(C)C	104	90	94	95	108	nt	110	96
Cc1nc2sc3c(=O)[nH]c(-c4ccccc4Cl)nc3c2c(C)c1Br	84	98	97	98	77	85	92	95
CC(=O)O/C(C)=C(\C)C(C)=O	105	97	105	121	109	96	103	104
O=C(/C=C/c1cn(-c2ccccc2)nc1-c1ccc(O)cc1)c1ccc(O)cc1	111	90	89	66	95	90	96	nt
Cc1c2c[n+](C)ccc2c(C)c2c1[nH]c1ccc(O)cc12	80	94	74	72	63	88	84	92
COc1cc(C2CC(=O)Nc3c2c(C)nn3-c2nc3ccccc3[nH]2)cc2c1OCO2 (stereo not given)	96	65	nt	12	105	104	92	93
O=CC(CO)CC(C=O)n1cnc2c(=O)[nH]cnc21 (stereo not given)	114	nt	nt	105	100	123	nt	92
CCN1CN2C(=O)N3CN(CC)CN4C(=S)N(C1)C2C34 (stereo not given)	93	94	91	95	83	87	89	95
COc1ccc(/C=C2\CCCC3=C2NC(C)=NC3c2ccc(OC)c(OC)c2)cc1OC (stereo not given)	32	-20*	nt	-23*	18	30	-26*	nt
CCn1c(SCC(=O)N/N=C/c2cn(-c3ccccc3)nc2-c2ccc(Cl)cc2)nc2c1c(=O)n(C)c(=O)n2C	103	91	89	79	92	98	95	93
O=C(O)CS(=O)c1ccc(Cl)cc1 (stereo not given)	101	99	85	90	103	nt	116	nt
Cc1cc(=O)[nH]c(SCC(=O)NCCc2ccc(S(N)(=O)=O)cc2)n1	109	102	110	110	100	98	106	105

# Nothing new here: 2 of the compounds above.
Structure	HOP-62	CCRF-CEM	SR	MOLT-4	A549/ATCC	HOP-92	RPMI-8226	EKVX
CC(=O)Oc1cc(C)c2sc(=O)[nH]c2n1	104	98	119	104	100	87	99	97
CN(C)C(C)(C)CC(C)(C)C	104	90	94	95	108	nt	110	96

# (continued)
Structure	HOP-62	CCRF-CEM	SR	MOLT-4	A549/ATCC	HOP-92	RPMI-8226	EKVX
C/C(=C(\c1ccc(OCCCN(C)C)cc1)c1ccc(OC(=O)c2ccccc2)cc1)c1ccc(Cl)cc1	95	83	73	83	80	88	101	105
O=C(O)c1ccc(-c2ccc(/C=N/NC(=O)c3[nH]c4ccc(Br)cc4c3-c3ccccc3)o2)cc1O	97	75	70	84	105	101	100	91
CC(=O)N1C(=O)c2ccccc2C1=O	118	108	103	110	105	nt	100	101
C1=C(c2ccccc2)N=C(c2nccc3ccccc23)C1(c1ccccc1)c1ccccc1	92	76	74	77	79	107	78	110
Nc1ncncc1-c1ccccc1Cl	101&98	107&97	105&90	94&91	94&103	102&74	109	114&119
O=C(Cn1cc(COc2ccc(Br)cc2)nn1)Nc1nc2ccccc2s1	95	nt	114	102	105	107	95	102
Cc1nn(-c2ccc(Br)cc2)c2ncnc(Nc3ccc(OCc4c(-c5ccccc5)no[n+]4[O-])cc3)c12	94	98	121	98	97	87	108	83
Nc1nccc(=S)[nH]1	100	113	87	93	74	110	97	101
COc1cc(NCCCCCCN)c2ncccc2c1OC	69&105	117&91	109&143	90&120	106&109	92	110&82	131&108
CCCCSC1=NCCCS1	92	92	83	87	103	nt	97	nt
Cc1ccc(/C(C#N)=C/c2ccc3c(c2)OCO3)cc1	78	66	26	64	57	nt	77	87
CC(=O)N1CCN(c2cc3c(cc2F)c(=O)c(C(=O)O)cn3C2CC2)CC1	94	101	118	95	83	104	110	92
C/C=C/C=C/C=C\CC/C=C/C(=O)NCC(C)(C)O	104	76	36	65	99	101	84	108
Cc1cc(C#Cc2ccc(C(C)(C)C)cc2)ccc1-n1c(/C=C/c2ccc3[nH]ccc3c2)nc2ccccc2c1=O	104	82	57	81	104	nt	80	92
O=[N+]([O-])c1ccc(Br)c(I)c1	88	100	110	99	93	nt	99	103
CCSc1cnnc2ccccc12	104	97	94	90	108	nt	111	99
Cc1ccccc1CNc1ccc(N2CCOCC2)cc1	117	112	86	101	103	115	110	104
COc1cc(-n2cc(C#N)c(N)c2C(=O)c2ccc(C)cc2)cc(OC)c1OC	88	96	87	92	95	71	101	96
O=C(SCc1ccccc1)c1ccccc1	93	100	96	98	103	nt	109	106
C=C(C)C1CC=C(C)/C(=N\NC(=O)c2ccncc2)C1 (stereo not given)	102	92	122	103	104	nt	112	99
Cc1ccc(-c2nc3nc(-c4ccccc4)nc(N(C)CC(O)C(O)C(O)C(O)CO)c3o2)cc1 (stereo not given)	88	103	92	107	102	104	98	90
COCC(=O)CCN1CCCCC1	99	106	110	114	106	nt	99	109
COc1cc2oc(-c3cccc(C(=O)Nc4ccc(C)cc4)c3)cc(=O)c2c(O)c1OC	75	89	77	95	79	50	86	nt
CCN1C(=O)N(CC)C2C1NC(=O)N2/N=C/C=C/c1ccccc1 (stereo not given)	41	19	20	44	45	nt	nt	54
C=C1c2nc3ccccc3n2C=C(c2ccccc2)N1Cc1ccc(Cl)cc1	125	99	43	68	87	76	77	81
O=c1[nH]c2cc(Cl)ccc2nc1/C(=N\O)C(O)c1ccc([N+](=O)[O-])cc1 (stereo not given)	98	102	nt	104	109	82	102	98
COc1ccc(C2CC(c3ccc(S(=O)(=O)NCCNc4nc(Nc5ccc(F)cc5)nc(N(C)C)n4)cc3)=Nc3c(N)nc(N)nc3N2)cc1 (stereo not given)	90	36	8.8*	21	91	nt	24	88
O=C(O)CCC(=O)c1cccc2ccccc12	95	111	104	102	99	113	107	105
CCOC(=O)CC(C#N)C(=O)OCC (stereo not given)	104	97	83	89	98	105	109	nt
O=C(NCCCNC(=O)OCc1ccc2cccc(O)c2n1)OCc1ccc2cccc(O)c2n1	32	6.8*	12	22	48	34	18	80
O=[N+]([O-])c1ccc2c(N3CCC(CCCC4CCN(c5ncnc6cc([N+](=O)[O-])ccc56)CC4)CC3)ncnc2c1	50	55	37	42	62	nt	36	nt
CC(=C/c1ccccc1)/C=N/N=C(N)N	87	87	32	89	80	44	61	101
CCN1CCN(CCOc2ccc(CNc3ccc4nc(CCC(C)C)[nH]c4c3)cc2)CC1	114	89	79	84	106	72	90	96
O=C(O)c1cccc([N+](=O)[O-])c1/C=C/c1ccccc1	93	103	85	98	104	112	105	nt
CC(C)(C#N)NC1CCCCC1	98	94	109	93	104	88	99	92
c1coc(-c2cn3ccnc3c(-c3ccco3)n2)c1	96	103	93	101	98	89	93	nt
CN(C)CCCn1c2c(c3ccccc31)CCCCCC2	88	90	75	87	102	46	90	100
Cc1cccc(NC(=S)Nc2cccc(C)n2)n1	94	86	105	94	113	nt	nt	108

# Filtered by structure: the entries above containing a COOH group
Structure	HOP-62	CCRF-CEM	SR	MOLT-4	A549/ATCC	HOP-92	RPMI-8226	EKVX
O=C(O)c1ccc(-n2cc(CNc3ccc(Br)cc3)c(-c3ccc(O)cc3)n2)cc1	104	100	87	96	96	99	113	102
CC1(C)C(=O)/C(=C\c2cccnc2)C[C@]2(C)[C@H]3CC=C4[C@@H]5C[C@@](C)(C(=O)O)CC[C@]5(C)CC[C@@]4(C)[C@]3(C)CC[C@@H]12	97	82	nt	87	79	89	71	96
COc1ccc(-c2nc3ccc(C(=O)NN4C(=O)c5ccc(C(=O)O)cc5C4=O)cc3[nH]2)cc1	101	83	84	99	97	83	90	99
O=C(O)/C=C/c1ccc([N+](=O)[O-])cc1	94	102&97	113&95	112&100	106&94	93&112	109&95	103&94
O=C(O)COc1ccc(Cl)cc1CC(Cl)CCl (stereo not given)	107	107	97	99	101	87	105	99
Cc1ccc(S(=O)(=O)Nc2ccc(Cl)cc2C(=O)O)cc1	103	99	102	109	99	nt	103	nt
O=C(O)c1ccc(-n2c(-c3ccc(Cl)cc3)nc(-c3ccccc3)c2-c2ccccc2)cc1	95	103	95	91	91	98	103	100
O=C(O)CS(=O)c1ccc(Cl)cc1 (stereo not given)	101	99	85	90	103	nt	116	nt
O=C(O)c1ccc(-c2ccc(/C=N/NC(=O)c3[nH]c4ccc(Br)cc4c3-c3ccccc3)o2)cc1O	97	75	70	84	105	101	100	91
CC(=O)N1CCN(c2cc3c(cc2F)c(=O)c(C(=O)O)cn3C2CC2)CC1	94	101	118	95	83	104	110	92
O=C(O)CCC(=O)c1cccc2ccccc12	95	111	104	102	99	113	107	105
O=C(O)c1cccc([N+](=O)[O-])c1/C=C/c1ccccc1	93	103	85	98	104	112	105	nt

# Compounds as they come; overall some 12% were active at least once.
